Shn3 3UTR inh: inhibitors of Schnurri-3 3'UTR reporter in osteoblasts; Clone20 osteoblast Shn3 3'UTR firefly luciferase, 24 h; inhibition, % at 12.5 µM; 360,000 tested, 0.52% active; AID 588674;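 active means mean inhibition of at least 75% with every replicate also reaching 75%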;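 further: 0% = median of neutral control wells and 100% = pilot-screen positive control compound; some compounds past the cut are filed as inactive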
C8 TRAIL sens: sensitizes caspase-8 expressing cells to TRAIL. NB7+C8 cells + TRAIL, ATPlite viability luminescence. 360,000 tested, 1% active. inhibition (viability loss, TRAIL sensitization), % at 10 µM;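 active means compounds causing at least 50% loss of cell viability in the single-dose screen, relative to plate controls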
CF NFkB block: blocks PAF-induced NF-kB reporter in cystic fibrosis cells; inhibition, % at 5 µM; 360,000 tested, 0.86% active; KKLEB NF-kB-GFP reporter, GFP fluorescence overnight;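 active means at least 50% inhibition at 5 µM, scaled per plate between neutral and stimulator controls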;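 further: PAF is a Pseudomonas aeruginosa culture filtrate used as stimulus; plate controls were PAF-stimulated DMSO wells for no effect and unstimulated DMSO wells for full effect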
KKLEB tox: counter-screen for CF NF-kB inhibitors: cytotoxicity; KKLEB CF airway cells viability, ATPlite luminescence, overnight; active compounds read low; cells stimulated with P. aeruginosa culture filtrate; activity change (cytotoxicity), % at 5 µM; 360,000 tested, 0.36% active; AID 602141;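 active means corrected activity change at or below -50% at 5 µM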
TWEAK Fn14 block: inhibitors of TWEAK-Fn14 interaction signaling | TWEAK-stimulated Fn14 reporter cells, luciferase luminescence, 8 h | inhibition, % at 10 µM | 360,000 tested, 2% active | AID 1159606; in the data active means inhibition above about 50%
Peg3 prom inh: reduces Peg3 promoter-driven luciferase expression in HeLa | HeLa PEG-Prom luciferase reporter, luminescence, overnight | AID 588405 | 360,000 tested, 1.7% active | inhibition, % at 20 µM;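 active means inhibition of at least 50% at 20 µM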
NR2E3 ag-1: agonists of human NR2E3 nuclear receptor. inhibition of corepressor binding, % at 3.98 µM. Q9Y5X4. 360,000 tested, 0.35% active. AID 602229. CHO-S Gal4-NCOR/VP16-NR2E3 two-hybrid, luciferase;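 active means inhibition above the mean of all tested compounds plus 3 SD, cut at about 70% in these data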;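 further: 0% = DMSO with NR2E3 transfected cells and 100% = cells lacking NR2E3 construct; higher means lower luciferase signal from less NR2E3 corepressor binding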
Target sequence (Q9Y5X4 whole entry, looked up, the tested form may be a part): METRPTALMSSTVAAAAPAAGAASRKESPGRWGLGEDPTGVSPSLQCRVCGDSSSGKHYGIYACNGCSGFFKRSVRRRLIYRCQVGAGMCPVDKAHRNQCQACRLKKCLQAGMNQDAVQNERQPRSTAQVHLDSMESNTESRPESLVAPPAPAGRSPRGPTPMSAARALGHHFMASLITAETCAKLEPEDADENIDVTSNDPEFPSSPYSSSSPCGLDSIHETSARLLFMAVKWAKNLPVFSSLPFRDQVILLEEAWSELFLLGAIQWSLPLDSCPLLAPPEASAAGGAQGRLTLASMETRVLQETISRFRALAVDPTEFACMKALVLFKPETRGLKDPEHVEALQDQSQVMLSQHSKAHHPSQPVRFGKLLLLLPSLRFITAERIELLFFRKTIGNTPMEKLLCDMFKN
TROY NFkB inh: TROY signaling inhibition; Q293 LMP1-TROYcd NF-kB luciferase reporter, 4 h; inhibition, % at 10 µM; 360,000 tested, 0.98% active;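 active means compounds whose plate-normalised and pattern-corrected inhibition of the luciferase reporter signal at the single screening dose is 50% or more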
TRPM1 prom inh: inhibitors of MITF-driven TRPM1 promoter in melanoma cells; 330,000 tested, 0.83% active; SK-MEL-5 TRPM1 promoter luciferase, 24 h; inhibition, % at 12.5 µM;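 active means mean inhibition across replicates of 60% or more, whatever share of single replicates reaches that level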; further: values of inactives mirror those of a sister screen read the other way
NR2E3 ag-2: agonists of human nuclear receptor NR2E3; 320,000 tested, 0.12% active; Q9Y5X4; inhibition of corepressor binding, % at 4.78 µM; GST-NR2E3/biotin-RetCOR TR-FRET, 1536-well; AID 2300;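 active means percent inhibition above the cutoff of mean plus 3 SD of all tested compounds, set per screening campaign, cut at about 20% in these data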;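 further: 0% = DMSO wells and 100% = biotin wells as full block of FRET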
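Material: NR2E3–RetCOR corepressor complex / Incubation: Compound–protein incubation for 5 h at 4 °C / Dosing: compound at 4.8 µM, single dose / Detection: time-resolved FRET / Benchmarks: high control biotin, low control 0.6% DMSO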
HIF-2a block: inhibitors of HIF-2a; 786-0 RCC cells HIF-2a reporter, luciferase luminescence, overnight; inhibition, % at 18.8 µM; 360,000 tested, 0.72% active; AID 624352;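 active means inhibition of the luminescence signal of 40% or more relative to plate controls, in a single-dose primary screen at 18.75 µM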
Starred values were filed as active, the others as inactive; / = not tested or not shown. Not all compounds are listed, so the mix of outcomes need not match the whole.

SMILES | Shn3 3UTR inh | C8 TRAIL sens | CF NFkB block | KKLEB tox | TWEAK Fn14 block | Peg3 prom inh | NR2E3 ag-1 | TROY NFkB inh | TRPM1 prom inh | NR2E3 ag-2 | HIF-2a block
COc1ccc(S(=O)(=O)NCC2CCC(C(=O)N3CCC4(CC3)OCCO4)CC2)cc1 (stereo not given) | -17 | 3 | 7 | 6 | -1 | -5 | 2 | 5 | 5 | / | 1
CCCn1c(SCC(N)=O)nnc1-c1ccco1 | -25 | 4 | -6 | 0 | -1 | -1 | -2 | -17 | 7 | 1 | 18
CC(=O)c1ccc(-n2c(C)c(C(C)=O)c3cc(O)ccc32)cc1 | 34 | -9 | 56* | 16 | 43 | 18 | 3 | 13 | -2 | 1 | 13
CCOC(=O)c1c(N)sn(-c2ccccc2)c1=S | 2 | -4 | 15 | -8 | -3 | -16 | -9 | -10 | -8 | -2 | -1
CN(Cc1ccccc1)C(=O)Nc1ccc(Cl)cc1 | -11 | -4 | 15 | -16 | -14 | -49 | -32 | -11 | / | 1 | -88
CNc1nc(-c2c[nH]c3ccccc23)cs1 | -33 | -11 | -20 | 8 | 0 | -1 | 7 | 4 | 1 | -3 | 6
COc1ccc(N(CC(=O)NCc2ccc(F)cc2)C(=O)Cn2nnc(-c3ccc(C)o3)n2)cc1OC | 18 | -8 | 2 | -3 | 29 | 3 | -20 | 15 | 6 | 3 | 14
c1cc(-c2cn(C[C@H]3CC[C@@H]([C@@H]4CC[C@H](Cn5cc(-c6ccsc6)nn5)O4)O3)nn2)cs1 | 6 | 8 | 18 | -2 | 1 | 11 | 4 | -19 | 8 | 0 | 13
CCOc1ncccc1C(=O)Nc1nc(C(C)(C)C)cs1 | -6 | -5 | 30 | -3 | -9 | -32 | 32 | -38 | -2 | 0 | -61
COc1ccccc1CC(=O)Nc1ccc(S(=O)(=O)N2CCCCC2)cc1 | 22 | 0 | 1 | -5 | -23 | 12 | 14 | 6 | -5 | 8 | 7
COc1ccccc1NS(=O)(=O)c1ccc2oc(SCc3ccc(C#N)cc3)nc2c1 | 14 | 24 | -1 | 2 | 58* | 28 | 7 | 39 | 17 | 0 | 26
N#C/C(=C\c1ccco1)c1nc2ccccc2s1 | -35 | 46 | -20 | -16 | 0 | -273 | -149 | -50 | -52 | 1 | -199
COc1cc(Cl)ccc1OCc1cc(C(=O)NC2CCc3ccccc32)no1 (stereo not given) | 15 | 1 | 0 | 0 | -24 | 11 | -7 | 15 | 21 | -2 | 15
Cc1ccc(/C=C2/SC(=S)N(CCC(=O)NCCCN3CCOCC3)C2=O)cc1 | -19 | -3 | -17 | 4 | -1 | -75 | -2 | -15 | -20 | 2 | -35
CN1C(=O)c2ccc(C(=O)NC3CCCCC3)cc2C1=O | -11 | -2 | 7 | 6 | -2 | -3 | 0 | -10 | -2 | 1 | -51
Cc1cc(NC(=O)CSCC(=O)OCC(=O)c2cccc(Br)c2)no1 | -13 | -13 | -16 | -15 | 2 | 14 | -29 | -3 | 9 | 4 | 7
CCn1c(=O)c(C(=O)Nc2cccnc2)c(O)c2ccccc21 | 14 | -67 | -21 | 0 | -7 | -2 | -13 | -7 | 4 | / | -36
COc1cccc(C(=O)NC(=S)Nn2cnnc2)c1OC | 3 | -2 | -5 | 22 | 57* | -9 | 3 | 4 | -2 | -1 | 9
CCC(=O)Nc1ccc(N2CCN(Cc3ccccc3F)CC2)cc1 | -6 | -18 | 9 | 11 | 8 | 19 | 5 | -4 | 9 | -1 | 17
O=C(CN1C(=O)NC2(CCCC2)C1=O)Nc1ccc(S(=O)(=O)N2CCOCC2)cc1 | -9 | 2 | -4 | -5 | -5 | 2 | -10 | 13 | 6 | 3 | 8
CC1CCCCN1S(=O)(=O)c1ccc(NC(=O)c2cccs2)cc1 (stereo not given) | 29 | 6 | -19 | -15 | 16 | -8 | -18 | -11 | 0 | 5 | -15
CCCCNC(=O)CCc1c(C)nc2c(c(C)nn2-c2ccccc2)c1C | 14 | -8 | 3 | 4 | -14 | 16 | 5 | 10 | 6 | / | 9
O=C(N/N=C/c1c(O)n(Cc2ccccc2)c(=O)c2ccccc12)c1cccnc1 | 4 | 5 | 20 | -2 | 7 | 22 | -34 | 31 | 25 | -4 | 26
COc1ccc(C(C)=O)cc1CSC(=N)N | -12 | 0 | -6 | -10 | -7 | -4 | 3 | 6 | 5 | -1 | 5
O=C(Nc1ccc(Br)c(Br)c1)C1CCCO1 (stereo not given) | -11 | -3 | -6 | 2 | -31 | -71 | -39 | -28 | / | -5 | -55
NC(N)=N/N=C/c1ccc(OCc2ccc(Cl)cc2)cc1 | 73 | 40 | 35 | -31 | 28 | 110* | -71 | -10 | -35 | 0 | -124
Cc1cccc(OCc2nnc(SC(C)C(=O)Nc3ccc(N4CCOCC4)cc3)o2)c1 (stereo not given) | 3 | -9 | 3 | 5 | -31 | 8 | 5 | -10 | 6 | / | 6
Cc1ccc(OCCOCCNC(C)(C)C)c([N+](=O)[O-])c1 | 4 | -9 | 0 | -9 | 14 | -9 | -8 | 7 | 14 | 3 | 14
COc1cccc(-c2nc(-c3ccc(NC(=O)c4cccs4)cc3)no2)c1 | -34 | 13 | -7 | 2 | -25 | -167 | -80 | -56 | -54 | 2 | -194
Cc1ccc(NC(=O)CCN2C(=O)NC3(CCCC3)C2=O)c(C)c1 | -1 | -4 | -5 | 4 | 1 | 1 | -14 | -2 | -9 | 1 | 6
C=CCn1c(N)cc(=O)nc1SC(C)C(=O)Nc1cccc2ccccc12 (stereo not given) | 12 | -2 | 2 | -4 | 21 | 9 | -9 | 0 | 9 | -1 | 14
Cn1c(=O)c2c(=O)cc(NNC(=O)C(C)(C)C)[nH]c2n(C)c1=O | -2 | -28 | -12 | 2 | 4 | 12 | -14 | 2 | -6 | 0 | 8
Cc1ccc(N(CCC(=O)O)S(=O)(=O)c2cccc(C(F)(F)F)c2)cc1 | -25 | 1 | 11 | 4 | 2 | 2 | 5 | 20 | -3 | 5 | 9
CCn1c(=O)c2cc(C(=O)NCCN3CCOCC3)sc2c2ccccc21 | -7 | 7 | -40 | 8 | 15 | -4 | -1 | -14 | 3 | 2 | -24
CC(NC(=O)CNC(=O)c1ccccc1Br)c1cccs1 (stereo not given) | -6 | 8 | -9 | 24 | 5 | -3 | -36 | -7 | 0 | / | 8
O=C(CCc1nnc(COc2ccccc2)o1)NC1(c2ccccc2)CC1 | / | 6 | -4 | 3 | 2 | 6 | -15 | 4 | 5 | 2 | 14
O=C(c1cccs1)N1CCN(Cc2cn[nH]c2-c2ccc(F)cc2F)CC1 | -16 | -19 | 5 | -11 | -8 | -1 | -4 | 15 | 2 | / | 12
CCOC(=O)C(Cc1ccc(N)cc1)N1C(=O)c2ccccc2C1=O (stereo not given) | 5 | 18 | 12 | -17 | -5 | 5 | 24 | -20 | -2 | 2 | -2
COc1ccc(CCNC(=O)Cn2cnc3c2c(=O)n(C)c(=O)n3C)cc1OC | -5 | 1 | -4 | 11 | 4 | 2 | -13 | 11 | 2 | 3 | 20
CC(=O)Nc1cc(-c2cccc(C(=O)NCCO)c2)cn2c(-c3cccc(C(F)(F)F)c3)cnc12 | 6 | 10 | -42 | 0 | -11 | 16 | 10 | 1 | / | / | 4
COc1ccc(C2/C=C\CN(C(=O)OCC3c4ccccc4-c4ccccc43)CC(=O)N2Cc2cccc(F)c2)cc1 (stereo not given) | 8 | 2 | 16 | -13 | 20 | 17 | -30 | -31 | -4 | / | -7
CC[C@H](C)[C@H]1CNC(=S)N1CC1CCN(CC2CCC(C)CC2)CC1 (stereo not given in full) | 5 | 3 | -1 | 5 | -6 | -6 | -29 | -6 | -13 | / | 5
CC1CCN(S(=O)(=O)c2ccc(NC(=O)Cc3ccccc3)cc2)CC1 | -25 | 1 | -1 | 4 | -6 | 19 | -5 | -11 | -12 | 3 | 18
CCOc1ccc(C(=O)CCN2CCCCC2)cc1 | 4 | 5 | 6 | -2 | -4 | 2 | -34 | -3 | 6 | 7 | 11
N/C(=N\NS(=O)(=O)c1ccccc1Cl)c1ccccn1 | -4 | -2 | -9 | 4 | -4 | 13 | 6 | -3 | -5 | 2 | 13
O=C(CCc1ccccc1)Nc1cccc(NC(=O)CCc2ccccc2)c1 | 10 | 1 | -4 | 9 | 22 | -6 | 7 | -24 | 2 | 0 | -11
COc1ccc(NC(=O)C[C@H]2C(=O)N(C3CCCCC3)C[C@@H]2CSC)cc1 | -27 | -8 | 13 | 2 | -11 | 3 | -14 | 9 | / | / | -7
CN1CCN(c2ccccc2/C=C2/C(=O)Nc3ccccc32)CC1 | 8 | 9 | 3 | -16 | -16 | 13 | 10 | 29 | -37 | -3 | 19
O=C(C1CCC1)N1CCc2cc(S(=O)(=O)NCc3ccco3)ccc21 | 13 | 0 | 5 | -6 | -6 | 1 | -2 | -6 | -13 | 5 | 0
CCCn1c(CNC(=O)c2ccccc2)nc2ccccc21 | 3 | -4 | 2 | 10 | 16 | 7 | -18 | -3 | 15 | 1 | -4
Following part.
SMILES | Shn3 3UTR inh | C8 TRAIL sens | CF NFkB block | KKLEB tox | TWEAK Fn14 block | Peg3 prom inh | NR2E3 ag-1 | TROY NFkB inh | TRPM1 prom inh | NR2E3 ag-2 | HIF-2a block
CC(C)(C)c1ccc(C(O)c2ncc(-c3ccccc3)[nH]2)cc1 (stereo not given) | -21 | -10 | -2 | 2 | -6 | -58 | -5 | 17 | / | / | -88
C/C(=N\Nc1cccc(Cl)c1)c1ccc(-n2ccnc2)cc1 | -1 | 5 | -30 | 1 | 2 | -5 | -23 | 6 | 3 | 2 | -52
COC(Cc1n[nH]c(=S)n1-c1ccc(Cl)cc1)OC | -1 | -11 | -18 | -15 | 4 | -6 | -2 | -9 | -13 | 0 | 17
COc1ccc(C(C)(C)C)cc1NC(=O)CCc1c(C)noc1C | 10 | -12 | 16 | -13 | -7 | -3 | -20 | 0 | 13 | 0 | -4
CCSC(=Nc1ccccc1)N1CCOCC1 | 1 | -3 | 3 | -14 | 3 | 12 | 0 | -7 | / | -3 | 7
CC1CCCCN1C(=O)CSc1nc2cc3c(cc2c(=O)n1Cc1ccc2c(c1)OCO2)OCO3 (stereo not given) | 22 | 0 | -1 | 4 | 35 | 25 | -6 | 5 | 5 | -3 | 6
O=C(CNc1cccc(Cl)c1)c1ccc(Br)cc1 | -39 | -23 | -16 | -6 | -18 | -3 | -16 | -32 | -11 | 3 | -99

A draw from above in order of molar mass, high to low.
SMILES | Shn3 3UTR inh | C8 TRAIL sens | CF NFkB block | KKLEB tox | TWEAK Fn14 block | Peg3 prom inh | NR2E3 ag-1 | TROY NFkB inh | TRPM1 prom inh | NR2E3 ag-2 | HIF-2a block
CC1CCCCN1C(=O)CSc1nc2cc3c(cc2c(=O)n1Cc1ccc2c(c1)OCO2)OCO3 (stereo not given) | 22 | 0 | -1 | 4 | 35 | 25 | -6 | 5 | 5 | -3 | 6
COc1ccc(C(C)(C)C)cc1NC(=O)CCc1c(C)noc1C | 10 | -12 | 16 | -13 | -7 | -3 | -20 | 0 | 13 | 0 | -4
CC(C)(C)c1ccc(C(O)c2ncc(-c3ccccc3)[nH]2)cc1 (stereo not given) | -21 | -10 | -2 | 2 | -6 | -58 | -5 | 17 | / | / | -88
